Screening data: PubChem BioAssay, The Scripps Research Institute Molecular Screening Center
CHO parental Ca = ATP-evoked calcium signal inhibitors, parental CHO, primary screen, counter-screen for OX1R antagonist project, cell-based, fluorescence, Fluo-8 calcium dye. parental CHO-K1, ATP-induced calcium, Fluo-8 fluorescence. inhibition, % at 5.6 µM. hit rate 0.63% among 330,000. AID 463079, 2010;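 active means inhibition above that plate's mean sample inhibition plus 3 SD, cut at about 26% in these data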;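 further: 0% = ATP-challenged DMSO wells and 100% = DMSO wells without ATP; some compounds past the cut are filed as inactive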
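Material: Parental CHO cells | Reagent: ATP | Compound dosing: Single nominal dose of 5.6 µM per compound | Detection: Intracellular calcium via Fluo-8 no-wash fluorescent dye | Read-out: % inhibition of ATP-induced calcium mobilization | Benchmarks: Low control ATP plus DMSO, high control DMSO only | Replicates: Singlicate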
CHO-K1 Ca antag = M1 antagonist counterscreen hit in parental CHO-K1 cells; ATP-induced calcium, Fluo-8 fluorescence; inhibition, % at 3 µM; hit rate 0.6% among 360,000; AID 602250;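 active means inhibition above a per-plate cutoff, the plate's mean sample inhibition plus 3 SD, cut at about 24% in these data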;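 further: 0% = DMSO plus EC80 ATP and 100% = DMSO alone without ATP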
CHRM4 agonist = human M4 muscarinic receptor agonists, primary screen, CHO-K1 cells, Fluo-8 calcium fluorescence | CHO-K1 hM4/Gqi5; vehicle 0%, full acetylcholine response 100% | activation, % at 3 µM | hit rate 0.14% among 360,000 | AID 624127, 2012;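 active means activation above the run mean over all test wells plus 3 SD, cut at about 32% in these data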;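 further: peak over basal fluorescence ratio per well then scaled between controls; 0% = DMSO wells and 100% = acetylcholine at EC100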
Target sequence (P08173 whole entry, looked up): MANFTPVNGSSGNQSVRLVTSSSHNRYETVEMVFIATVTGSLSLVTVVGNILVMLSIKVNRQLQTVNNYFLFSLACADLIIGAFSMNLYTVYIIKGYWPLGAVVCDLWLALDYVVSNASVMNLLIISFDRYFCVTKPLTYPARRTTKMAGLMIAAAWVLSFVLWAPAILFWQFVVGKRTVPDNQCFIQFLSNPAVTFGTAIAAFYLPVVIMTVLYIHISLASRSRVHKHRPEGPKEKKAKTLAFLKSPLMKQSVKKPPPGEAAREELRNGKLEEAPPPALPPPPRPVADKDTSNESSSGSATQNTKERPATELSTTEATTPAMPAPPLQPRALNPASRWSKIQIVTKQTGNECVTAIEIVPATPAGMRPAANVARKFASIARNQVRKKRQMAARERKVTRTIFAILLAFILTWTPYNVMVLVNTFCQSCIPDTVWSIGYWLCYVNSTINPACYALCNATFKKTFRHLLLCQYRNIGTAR
CHO-K1 Ca ag = counter-screen for M1 agonists: effect in parental CHO-K1 cells; Fluo-8 calcium fluorescence; scaled to maximal ATP response, vehicle zero; activation, % at 3 µM; hit rate 0.48% among 360,000; AID 602248, 2012; in the data active means activation above about 15%;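 further: untransfected CHO-K1 host cells lacking M1 receptor as counterscreen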
M1 PAM = human M1 muscarinic receptor positive allosteric modulators, primary screen, CHO-K1 cells, Fluo-8 calcium fluorescence, 1536-well; Muscarinic acetylcholine receptor M1 (Homo sapiens), P11229; CHO-K1 hM1, ACh EC20; 0% = ACh EC20, 100% = maximal ACh; activation, % at 3 µM; hit rate 0.088% among 360,000; AID 588819, 2011; in the data active means activation above about 19%, passing the limit was not always enough
CHRM1 agonist = human M1 muscarinic receptor agonists, primary screen, Fluo-8 calcium fluorescence, CHO-K1 cells, HTS; Muscarinic acetylcholine receptor M1 (Homo sapiens), P11229; CHO-K1 hM1, agonist mode; 0% DMSO, 100% acetylcholine EC100; activation, % at 3 µM; hit rate 0.33% among 360,000; AID 588814, 2011;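 active means activation above the run's mean compound activation plus 3 SD, cut at about 16% in these data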;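 further: peak over basal fluorescence ratio within a 140 s kinetic read after compound addition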
CHRM1 antagonist = human M1 muscarinic receptor antagonists, primary screen, CHO-K1 cells, Fluo-8 calcium fluorescence, 1536-well; CHO-K1 hM1, ACh EC80 antagonist; inhibition, % at 3 µM; hit rate 1.3% among 360,000;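 active means percent inhibition above its own plate's cutoff, namely the mean of that plate's compound wells plus 3 SD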;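 further: peak over basal fluorescence ratio during 140 s after agonist addition; 0% = ACh EC80 plus DMSO and 100% = DMSO alone without agonist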
OXTR potentiate = human OXTR potentiators, primary screen, fluorescence, CHO-OTR cells, Fluo-8 calcium; Oxytocin receptor (Homo sapiens), P30559; Fluo-8 calcium fluorescence, potentiator mode; 0% = oxytocin EC15, 100% = EC100; activation, % at 3 µM; hit rate 0.061% among 320,000; AID 2445, 2010;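 active means activation above that plate's cutoff, the mean activation of tested compounds plus 3 SD, cut at about 6.6% in these data, passing the limit was not always enough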;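 further: 100% uses oxytocin at 75 nM as the full agonist control; some results filed as inactive read as strong as hits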
Target sequence (P30559 whole entry, looked up): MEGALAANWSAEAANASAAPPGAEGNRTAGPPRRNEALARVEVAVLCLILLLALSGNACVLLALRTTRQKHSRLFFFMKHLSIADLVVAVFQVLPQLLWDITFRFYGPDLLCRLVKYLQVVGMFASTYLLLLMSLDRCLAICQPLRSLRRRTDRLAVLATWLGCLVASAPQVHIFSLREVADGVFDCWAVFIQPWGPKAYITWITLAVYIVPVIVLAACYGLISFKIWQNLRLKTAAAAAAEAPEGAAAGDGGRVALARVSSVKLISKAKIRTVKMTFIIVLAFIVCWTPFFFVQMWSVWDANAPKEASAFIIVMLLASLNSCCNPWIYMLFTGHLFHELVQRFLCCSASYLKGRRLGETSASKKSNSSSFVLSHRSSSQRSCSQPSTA
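Replication – single well per compound, singlicate · Assay system – CHO cell line stably expressing human OTR · Timing – 6 min pre-incubation, 100 s read · Measure – normalized max/min fluorescence ratio, % activation · Doses – 3.0 µM, one dose · Detection – Fluo-8 calcium dye fluorescence · Probe or stimulus – oxytocin near EC15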
M4 antag = human M4 muscarinic receptor antagonists, primary screen, CHO cells, Fluo-8 calcium fluorescence | Muscarinic acetylcholine receptor M4 (Homo sapiens), P08173 | CHO-hM4 cells, ACh EC80 | inhibition, % at 3 µM | hit rate 0.73% among 360,000 | AID 624125, 2012;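 active means inhibition above its plate's cutoff, the mean inhibition of sample wells plus 3 SD, cut at about 27% in these data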;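 further: 0% = acetylcholine EC80 with DMSO and 100% = DMSO without agonist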
Starred values were filed as active, the others as inactive; x = no result given.

Below each SMILES: CHO-K1 Ca antag	OXTR potentiate	CHO parental Ca	CHO-K1 Ca ag	CHRM1 antagonist	CHRM1 agonist	M1 PAM	CHRM4 agonist	M4 antag
O=[N+]([O-])c1ccc(C2(O)CN(c3ccccc3)C3=[N+]2CCS3)cc1 (stereo not drawn)
    -8	-5	-10	0.2	7	-2	1	2	1
COc1cccc(NC(=O)C2CC(=O)N(C)C(=Nc3cccc(F)c3)S2)c1 (stereo not drawn)
    -3	-8	-11	4.3	-14	-1	13	13	-4
Cc1cc(C)n(-c2nnc3c4ccccc4n(C)c3n2)n1
    -9	-9	-6	1.3	-16	-6	9	0	10
O=C1CC(c2ccsc2)c2ccc3ccccc3c2N1 (stereo not drawn)
    -3	-8	-19	0.4	-1	4	10	0	-8
CC(C)NC(=O)Cn1nnc(-c2ccc(Cl)cc2)n1
    -7	1	-2	0.4	-16	-7	10	0	3
CCn1c(CC(=O)Nc2ccc(F)cc2)nnc1SCC(=O)NC1=NCCS1
    -13	-7	-5	1.4	-7	-3	3	1	-8
COc1ccccc1CNC(=O)C1CCN(S(=O)(=O)N2CCCCC2)CC1
    1	0	-11	1.2	-5	2	9	1	-3
Cc1ccc(SCc2nc3ccccc3n2CC(=O)Nc2c(C)cccc2C)cc1
    -23	-1	-24	0.3	-18	-1	8	2	-2
CCOC(=O)c1ccc(-c2ccc(N3C(c4ccsc4)=Cc4ccc(F)cc4C3c3c[nH]c4ccc(C#N)cc34)cc2)cc1F (stereo not drawn)
    -18	x	x	1.3	x	x	x	2	-12
CCOc1cc(C(=S)N2CCOCC2)ccc1OS(=O)(=O)c1ccc(NC(C)=O)cc1
    18	-7	6	9.8	4	-1	-4	10	4
C[C@@H]1CCCCO[C@H](CN(C)Cc2ccc(C(F)(F)F)cc2)[C@@H](C)CN([C@H](C)CO)C(=O)c2cc(NS(=O)(=O)c3cn(C)cn3)ccc2O1
    11	x	x	-0.5	-11	-4	12	0	-21
C=CCN1c2ccccc2[C@]23C[C@@H](C(=O)OC)N(C(=O)NC4CCCC4)C2=NC(C(=O)OC)=C(C(=O)OC)[C@H]13
    3	-5	-10	-0.5	-7	-10	3	1	-10
COc1cccc(CNC(=O)CCn2ccc3cc(S(=O)(=O)N4CCCC4)ccc32)c1
    1	-5	-24	0.7	-8	-8	5	2	-11
Cc1cc(OCC(=O)NCc2ccccn2)c2c(C)cc(=O)oc2c1
    -4	-19	8	0.5	0	-7	-2	2	-1
C=C(C)Cn1c2ccc(NC(=S)NCc3ccccc3F)cc2c(=O)n1C
    -2	x	x	1.6	-1	-4	-2	2	-3
Cc1cccc(CSC(Nc2ccc(F)cc2)=C(C#N)C#N)c1
    28*	-7	25*	13	20	3	-13	11	18
O=C(CCCN1CCC(c2ccccc2)C1)c1ccc2c(c1)OCCO2 (stereo not drawn)
    -20	-6	-15	1.8	35*	-8	-26	4	27*
CCCS(=O)(=O)N1CCN(Cc2ccccc2C(F)(F)F)CC1
    -4	1	-20	-0.5	2	-4	7	1	-1
C[C@@H]1O[C@@H](O[C@H]2[C@H](O[C@H]3C[C@]4(C)C(C[C@@H](O)C5C([C@]6(C)CC[C@@H](C(C)(C)O)O6)CC[C@]54C)[C@@]4(C)CC[C@H](O)C(C)(C)C34)O[C@H](CO)[C@@H](O)[C@@H]2O)[C@H](O)[C@H](O)[C@H]1O (stereo partly drawn)
    -14	4	-1	0.8	2	-4	0	0	8
CCN(CC)c1ccc(C(=S)N2CCN(c3ccccc3)CC2)cc1
    -13	-8	-6	0.3	-16	-2	10	0	1
O=S(=O)(NCCc1ccccc1)c1cccc(S(=O)(=O)N2CCOCC2)c1
    -4	-3	-26	1.4	-3	-1	6	6	-6
Cc1ccc(C)c(S(=O)(=O)N2CCN(C(=O)c3cccn3C)CC2)c1
    -12	-5	-20	0.9	-29	2	20	3	-27
CCCCc1ccc(S(=O)(=O)NC(=O)C2(C)CCN2C(=O)CCc2cccs2)cc1 (stereo not drawn)
    -4	x	x	0.0	-4	-2	3	0	4
O=C(NCc1ccccn1)C(=O)NCC1OCCCN1S(=O)(=O)c1ccc(F)cc1 (stereo not drawn)
    -3	4	-5	0.4	-10	-2	8	0	13
CN1/C(=C\C(=O)COC(=O)Cn2nnc(-c3ccccc3)n2)C(C)(C)c2ccccc21
    24*	-12	54*	1.4	9	-1	-11	7	18
CN(C)CCN(C(=O)c1ccc2c(c1)CCCC2)c1nc2c(F)cccc2s1
    -7	-6	-4	0.8	-7	-2	5	1	-8
CSc1ccccc1C(=O)Nc1cc([N+](=O)[O-])ccc1C
    -2	8	9	13	-4	-6	4	1	-5
COc1ccc(Cn2c(=O)sc3ccccc3c2=O)cc1
    -1	x	x	0.6	-6	-11	2	3	5
C=CCn1cc(-c2cccc(Cl)c2)cc(C#N)c1=O
    -6	4	-3	-0.2	-3	-5	1	-1	1
CCOc1cc(/C=C2\CN(CC)C/C(=C\c3ccc(O)c(OCC)c3)C2=O)ccc1O
    -4	-7	-20	3.0	-6	2	10	8	-10
Cc1ccc2nc(SCc3nnc(-c4ccccc4Br)o3)[nH]c2c1
    -5	-2	-22	1.3	8	-2	-1	2	6
COc1ccc(Cl)cc1-c1cc(C(=O)Nc2ccccc2)[nH]n1
    -5	x	x	2.2	-6	7	4	4	-9
CC1CCC(NS(=O)(=O)c2ccc3c(c2)CC(=O)N3)CC1 (stereo not drawn)
    -5	-7	-6	0.8	-6	0	7	2	12
O=C(N/N=C/c1ccoc1)c1cccc([N+](=O)[O-])c1
    0	x	x	0.1	16	0	-4	0	12
CCCN(Cc1nnc(-c2cccs2)o1)C(=O)CN1C(=O)NC2(CCCCC2C)C1=O (stereo not drawn)
    -14	-5	-15	-0.1	-3	1	22	2	5
COc1cc(/C=N/NC(=O)Cn2nnc3ccccc32)ccc1O
    5	-2	-2	0.3	-1	1	7	1	2
COc1ccccc1N1CCN(C(=O)CSc2nc3ccccc3o2)CC1
    -14	-2	-9	5.5	-8	-2	4	11	1
CCOC(=O)c1nc(NNC(=O)c2ccc([N+](=O)[O-])cc2)sc1C
    -2	-11	-14	9.9	17	2	-8	13	6
Cc1ccc2c(c1)c1c(n2CC(O)CNC2CCCC2)CCCC1 (stereo not drawn)
    -4	-10	-5	8.5	0	2	3	22	17
CCOc1ccc(CNC(=O)CS(=O)(=O)Cc2nc(-c3ccc(OC)cc3)oc2C)cc1
    -3	-10	-7	0.8	-4	6	-3	5	-22
Cc1ccc(Cn2nnc3c(=O)[nH]c(C4CCN(C(=O)c5cccs5)CC4)nc32)cc1
    -1	-1	-20	0.5	-6	-7	6	1	3
Cc1nnc(SCc2cccc(Cl)c2)n(N)c1=O
    -12	-15	-4	2.3	-7	-7	6	5	6
CC(=O)NCCC(=O)Nc1cccc(S(=O)(=O)N(C)c2ccccc2)c1
    10	-8	-5	-0.3	0	-5	1	-1	-3
N/C(Cc1cccs1)=N\OC(=O)COc1ccc(Br)cc1Cl
    -17	-20	-8	0.5	11	-4	-13	-1	7
CC1=C(C(=O)Nc2ccccc2)C(c2ccc(C)o2)n2c(s/c(=C\c3ccco3)c2=O)=N1 (stereo not drawn)
    -1	x	x	0.5	-17	-4	6	1	-9
S=c1[nH]nc(-c2ccncc2)n1Cc1ccccc1
    -11	-3	-11	0.2	-9	-7	10	1	11
Cn1cc(Cl)c(C(=O)OCC(=O)Nc2cccc(Cl)c2)n1
    -8	x	x	2.7	-2	-2	1	6	-13
COc1ccc(OC2CCN(S(=O)(=O)c3ccc(F)cc3)CC2)cc1
    5	-18	7	1.1	2	0	8	2	-10
COc1cc(OC)cc(C(=O)NCC2CCCO2)c1 (stereo not drawn)
    -13	-9	-13	0.8	-3	-4	4	2	7
COc1cc2c(cc1OC)CN(C(C)C(=O)Nc1cccc(S(=O)(=O)N3CCOCC3)c1)CC2 (stereo not drawn)
    1	x	x	0.4	2	-3	3	1	-8
CCOCCCNC(=O)c1cccc(NC(=O)C2=C(C)OCCS2)c1
    -6	-6	-10	0.0	-6	-3	6	1	6
Nc1ccn(C2OC(COC(=O)C34CC5CC(CC(C5)C3)C4)C(O)C2O)c(=O)n1 (stereo not drawn)
    -6	x	x	-0.2	-17	0	12	0	-12
CN(CCOc1ccccc1)CC(=O)Nc1ccc(Br)cc1F
    -3	-9	-21	-0.4	5	-3	-5	1	1
Cc1ccc(F)cc1NC(=O)CSCc1c(C)noc1C
    -5	-9	-9	0.1	-7	-3	4	1	-1
Cc1cc(C)c(NC(=O)CS(=O)CC(=O)Nc2ccc(-n3cnnn3)c(C)c2)c(C)c1 (stereo not drawn)
    -15	-9	-11	1.0	-10	-2	7	-1	6
O=C(Nc1ccc(N2CCOCC2)cc1)c1ccc(Br)o1
    -13	-9	-12	0.8	-1	-2	1	1	9
CC1(C(=O)NCc2cccc3ccccc23)CCN1C(=O)C1(c2ccccc2)CCCC1 (stereo not drawn)
    -11	x	x	-0.5	-18	-3	6	-1	-7
COc1ccc(OCC(=O)Nc2ccc3c(c2)nc(CCN2CCC(C)CC2)n3C)cc1
    -13	-3	-1	1.1	10	-5	-9	0	-3
CN(C)c1nc(N)nc(/C(C#N)=C/C2CC3C=CC2C3)n1 (stereo not drawn)
    -7	-9	-9	0.3	-9	-2	3	1	3
COc1cc(C(=O)NC(=S)N(C)Cc2ccccc2)cc(OC)c1OC
    -5	3	-4	1.1	-5	-8	6	3	-1
CC(=O)N1CC2(CC(c3ccccc3F)=NO2)CN1c1ccc(Cl)cc1 (stereo not drawn)
    -14	x	x	2.9	-4	-5	1	11	-25
Cc1ccc(C)c(-c2nnc(NC(=O)CCS(=O)(=O)c3ccccc3)o2)c1
    5	-6	-19	1.1	-10	-4	6	1	-1
O=C(c1ccc(C(F)(F)F)cc1)C1CCCN(C(=O)CN2C(=O)CSC2=O)C1 (stereo not drawn)
    -20	-5	-28	2.5	-11	-4	11	3	-1
